Screens (PubChem)
NS5 inhibitors: Dengue-2 NS5 methyltransferase inhibitors, primary screen, biochemical, confirmation dose response (AID 588689); Dengue-2 NS5 methyltransferase capping enzyme assay, biochemical; higher % means a stronger effect; one-dose inhibition, % at 25 µM; IC50 in µM for titrated hits; 340,000 tested, 0.3% active; in the data active = a potency from the dose series; inconclusive = inhibition above about 29% without an active follow-up result
AID2073: disruptors of CaV2.2 binding to Mint1 – biochemical, HTRF (AID 2073); inhibition, % at 20 µM; hits with a dose series show IC50 in µM; HTRF protein-protein interaction, Mint1-CaV2.2; higher % means a stronger effect; 290,000 tested, 0.19% active; in the data active = inhibition mostly above about 51%, no sharp cut-off; inconclusive = no clear call, values can overlap the other calls; inactive = mostly below about 53%; also: some results filed as inactive read as strong as hits
HIV peptide binding: inhibitors of HIV fusion peptide binding, primary screen, biochemical, uHTS, fluorescence dequenching (AID 1986); inhibition, % at 20 µM; hits with a dose series show IC50 in µM; cell-free peptide binding, fluorescence dequenching, 30 min; higher % means a stronger effect; 290,000 tested, 0.3% active; in the data active = inhibition mostly above about 52%, no sharp cut-off; inactive = mostly below about 76%; also: some results filed as inactive read as strong as hits
Myeloid diff 2: compounds promoting myeloid differentiation; ER-HoxA9 myeloid progenitors, lysozyme-GFP differentiation, flow cytometry; calls only at 10 µM; 360,000 tested, 1% active;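 active = normalized GFP-positive differentiation at or above the plate's own cutoff, the solvent-only control mean plus 3 SD; inconclusive = no clear call, values can overlap the other calls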;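 also: cells exposed to compound for four days before flow analysis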
HEK293 NOD2/NF-kB: inhibition of NOD2-driven NF-kB reporter – cell-based, luminescence, uHTS, HEK293 (AID 1566). HEK293 NOD2/NF-kB luciferase reporter, luminescence; higher % means a stronger effect. 290,000 tested, 0.63% active. inhibition, % at 4 µM; hits with a dose series show EC50 in µM; also: many of its hits are not listed in these tables
XIAP displacement: small molecules displacing peptide from XIAP – biochemical, IAP family, fluorescence polarization (AID 1018) | XIAP BIR domain, fluorescence polarization peptide displacement; higher % means a stronger effect | one-dose displacement, % at 20 µM; IC50 in µM for titrated hits | 200,000 tested, 0.007% active; in the data active = displacement above about 50%; also: a part of the inactive calls stands beside numbers as strong as those of hits
LYP phosphatase: inhibitors of LYP phosphatase, biochemical, fluorescence intensity, uHTS (AID 1779). recombinant LYP phosphatase, fluorescence intensity; higher % means a stronger effect. inhibition, % at 11.5 µM; hits with a dose series show IC50 in µM. 290,000 tested, 0.054% active;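 also: plate controls were vehicle with enzyme for no effect and no enzyme for full effect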
SIAH1 antagonists: blockers of Siah-1 interaction with plectin peptide – biochemical, fluorescence polarization, rhodamine-plectin, uHTS, primary screen (AID 1817) | Siah-1 / rhodamine-plectin peptide fluorescence polarization; higher % means a stronger effect | one-dose displacement, % at 20 µM; IC50 in µM for titrated hits | 290,000 tested, 0.02% active;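 active = displacement of at least 50% at 20 µM, with a fluorescence ratio check between 0.3 and a set limit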;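 also: plate controls were Siah plus tracer with DMSO for no effect and tracer alone without Siah for full effect; strong numbers were not always called active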
Lipid droplet: modulators of hepatic lipid droplet formation | AML12 mouse hepatocytes, oleate lipid droplets, BODIPY imaging | inhibition, % at 6.5 µM | 240,000 tested, 0.4% active;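 active = lipid droplet intensity inhibited by at least 50%, with more than 500 cells counted; inconclusive = wells with under 300 cells, treated as cytotoxic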
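Assay system: AML12 mouse liver cells | Compound dosing: One dose, 6.5 µM compound | Read-out basis: Droplet intensity reduction, % inhibition | Measured by: Fluorescence imaging, 20x objective, two fields per well | Schedule: Overnight treatment with compound plus oleate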
Lipid droplet cells 6.5 µM: recorded beside Lipid droplet, whose call it bears; cell count; measured here: cell count, cytotoxicity flag;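 cells counted across two imaged fields per well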
NS5 inhibitors pilot replicate: also measured in NS5 inhibitors; calls as there; inhibition, %; measured here: pilot screen replicate inhibition
Myeloid diff 2 GFP+ MAC1+ %: second read-out of Myeloid diff 2, no call of its own (marks repeat the call); GFP+ MAC1+ double positive, %; measured here: differentiation confirmed by MAC1 staining
Starred values were filed as active, the others as inactive; i = inactive; ? = inconclusive; nt = not tested or not shown. Rule as the data show it, unless noted: active = inhibition above about 50%; inactive = the rest. A portion of the library, so the mix of outcomes need not match the whole.

SMILES	NS5 inhibitors	AID2073	HIV peptide binding	Myeloid diff 2	Myeloid diff 2 GFP+ MAC1+ %	HEK293 NOD2/NF-kB	XIAP displacement	LYP phosphatase	SIAH1 antagonists	Lipid droplet	Lipid droplet cells 6.5 µM	others
COc1ccc(C2/C=C\CN(C(=O)NC34CC5CC(CC(C5)C3)C4)CC(=O)N2Cc2ccc(F)cc2)cc1 (centres undefined)	-1%	5%	1.9%	i	2.9	14%	nt	0%	1%	-14	680
CCC(c1ccccc1)c1nc(-c2cccnc2)no1 (centres undefined)	-1%	-6%	1.1%	i	0.2	11%	-5.5%	-8%	2%	0	730
Cn1ncc2c(Nc3cccc4ccccc34)ncnc21	-2%	10%	-0.9%	i	1.0	10%	-1.6%	-5%	1%	14	766
COc1cccc(NC(=O)Nn2cnnc2)c1	-1%	7%	1.3%	i	0.7	2%	nt	1%	-2%	-2	859
C=CCNC(=S)NNC(=O)c1cccn(Cc2ccc(Cl)cc2Cl)c1=O	5%	-42%	-3.9%	i	2.7	18%	1.4%	-2%	0%	nt	nt
COc1ccc2cc(C3CC(c4cccs4)=NN3C(C)=O)c(Cl)nc2c1 (centres undefined)	-4%	-1%	-1.1%	i	0.6	-33%	nt	-5%	0%	-1	733
COc1ccc(NC(=O)c2cc(S(=O)(=O)N3CCCC3)cn2C)cc1Cl	-1%	10%	4.1%	i	0.8	18%	nt	-7%	-2%	-12	721
CC(C)(C)C(=O)COC(=O)c1ccc2c(c1)C(=O)N(Cc1ccco1)C2=O	0%	9%	-1.8%	i	0.5	2%	nt	0%	5%	2	732
O=C(CSc1nccc(=O)[nH]1)NCc1ccco1	10%	27%	7.8%	i	0.7	2%	nt	-3%	2%	-26	704
COc1ccc(NS(=O)(=O)c2cc(C)ccc2NC(=O)c2cc(C)oc2C)cc1	-17%	51%	8.2%	i	1.9	-13%	-4.1%	5%	2%	-40	577
COc1ccc(C(=O)OCC(=O)NC(C)CCc2ccccc2)cc1 (centres undefined)	4%	7%	-1.2%	i	0.5	-14%	nt	-6%	0%	-4	852
COc1ccc(CCC(=O)N2CCCC(Nc3ccc(C)c(C)c3)C2)cc1OC (centres undefined)	6%	10%	1.1%	i	0.5	17%	nt	-3%	4%	-8	698
O=C(COn1nnc2ccc(S(=O)(=O)N3CCOCC3)cc21)Nc1c(F)c(F)c(F)c(F)c1F	-5%	5%	2.0%	i	0.6	-5%	-3.3%	-6%	12%	13	716
COc1ccc(-c2csc3nc(-c4cccnc4)nc(Cl)c23)cc1OC	-12%	5%	-4.3%	i	0.3	31%	-6.2%	3%	6%	-14	700
CN=c1scc(-c2ccco2)n1/N=C/c1ccc(O)c(O)c1	-2%	20%	15%	i	0.0	-51%	2.5%	-1%	20%	6	743
Cc1ccc(-c2ccccc2NC(=O)CCl)o1	-5%	2%	-1.5%	i	0.5	4%	-3.1%	-8%	-2%	nt	nt
COC(=O)c1c(NC(=O)C(C)(C)C)sc2c1C(C(=O)OC)CC2 (centres undefined)	-2%	-8%	0.4%	i	0.3	16%	-2.4%	-8%	-2%	nt	nt
COc1cc(Cl)cc(C=O)c1OCC(=O)O	-3%	19%	1.5%	i	0.0	9%	-3.5%	-5%	4%	-23	679
O=C(O)C1CC=CCC1C(=O)Nc1ccccc1Cl (centres undefined)	-3%	-2%	3.5%	i	1.2	1%	-0.1%	-4%	7%	nt	nt
COc1ccc(-c2ccc(SCC(=O)NC3CCCCC3)nn2)cc1OC	0%	0%	-0.2%	i	1.7	-24%	nt	3%	0%	-3	758
Cc1c(C(=O)N/N=C/C(C)C)[nH]c2c([N+](=O)[O-])cccc12	-1%	14%	-2.7%	i	0.1	4%	-7.1%	-1%	7%	-36	690
O=C(CCN1CCN(C/C=C/c2ccccc2)CC1)Nc1ccccc1F	4%	-5%	3.1%	i	0.3	-8%	-20%	4%	-1%	23	653
CCOc1ccc(CN(C)C(=O)c2cccnc2SC)cc1OC	-7%	2%	0.3%	i	0.3	0%	-5.5%	-9%	0%	26	699
CC(C)CC(=O)N1CCN(Cc2ccc3ccccc3c2)CC1	-8%	-4%	0.1%	i	0.5	16%	nt	-6%	4%	27	777
COc1ccc(C(=O)Nc2nncs2)cc1S(=O)(=O)N1CC(c2ccccc2)CC1=O (centres undefined)	-4%	1%	8.6%	i	3.5	17%	-12%	-6%	1%	nt	nt
COC(=O)c1sc2ccccc2c1NC(=O)c1ccc(S(=O)(=O)N2CCCCC2)cc1	-8%	?	-0.5%	i	0.4	25%	-2.7%	0%	6%	-33	486
Cc1cc(C)c(C#N)c(SC(F)F)n1	-1%	45%	1.1%	i	1.2	17%	1.5%	3%	1%	nt	nt	NS5 inhibitors pilot replicate=-2.1
c1ccc(CNc2ncnc3c2cnn3-c2ccccc2)cc1	-12%	0%	0.1%	?	nt	-106%	1.8%	-5%	1%	nt	nt	NS5 inhibitors pilot replicate=-5.0
O=C(C[N+]1(CC#Cc2ccccc2)CCOCC1)c1ccccc1	-6%	1%	-0.9%	i	0.1	-10%	-6.5%	3%	-4%	-6	709
Cc1ccc(-c2nc(C(=O)NCCCN(C)C)cc3c2[nH]c2ccccc23)cc1	-4%	0%	-0.8%	i	0.6	26%	nt	-8%	-4%	-2	823
O=C(NNC(=S)NC(=O)c1ccccc1[N+](=O)[O-])c1ccccc1	3%	-9%	6.1%	i	0.8	-1%	-2.8%	0%	-8%	19	775
CCCCn1c(SCC(=O)c2cc(OC)ccc2OC)nc2cc(S(N)(=O)=O)ccc21	-9%	-15%	-0.4%	i	1.2	7%	0.6%	2%	-1%	nt	nt
N#C/C(=C(/O)COc1ccccc1)c1nnc2n1CCCCC2	-9%	-14%	-1.4%	i	0.7	11%	-2.3%	-4%	-3%	5	690
Cc1ncc(CO)c(/C=N/NC(=S)Nc2ccc(F)cc2)c1O	-8%	3%	2.7%	i	0.5	11%	-3.1%	-1%	21%	14	686
Cc1ccc(NC(=O)c2cc(S(=O)(=O)NCCC3=CCCCC3)ccc2F)cc1	-4%	-3%	-1.3%	i	0.6	31%	-5.9%	1%	0%	9	648
C/C(=N\NC(=O)Cc1c(F)cccc1Cl)c1cccnc1	-2%	10%	-0.3%	i	2.1	1%	nt	-1%	24%	-2	835
CN(C)c1ccc2nsnc2c1[N+](=O)[O-]	-4%	15%	0.7%	i	0.5	13%	nt	-2%	13%	-26	733
O=C(c1cccc(Br)c1)c1cn(-c2ccccc2)nc1C(=O)c1ccccc1	-7%	-2%	-4.6%	i	0.1	10%	-4.3%	-1%	-3%	-22	794	NS5 inhibitors pilot replicate=1.1
O=C(CCN1C(=O)c2ccccc2C1=O)NCc1ccccc1	-4%	0%	0.9%	i	4.9	19%	nt	-7%	7%	15	748
O=C(CSCc1c(F)cccc1Cl)NCC1CCCO1 (centres undefined)	-5%	3%	-2.2%	i	6.5	8%	-1.4%	-4%	2%	nt	nt
Cc1cc(N2CCC(C(=O)NC3CC3)CC2)nc(-c2ccccc2)n1	-1%	0%	-2.9%	i	1.2	16%	-3.3%	-5%	3%	nt	nt
Cc1ccc(C(=O)c2c(NC(=O)c3cccnc3)sc3c2CCCC3)cc1	-1%	-3%	1.2%	i	0.4	33%	-3.4%	-2%	7%	nt	nt
COC(=O)c1cccc(NC(=O)c2ccc[n+]([O-])c2)c1	-11%	6%	-2.8%	i	0.7	6%	nt	-12%	-2%	-2	833
Cc1csc(NC(=O)Cn2nc(C)c([N+](=O)[O-])c2C)n1	-4%	4%	-1.6%	i	0.4	8%	-2.8%	-2%	5%	13	686
CC(=O)N1CCOc2ccc(S(=O)(=O)NCc3ccc(C)cc3)cc21	1%	6%	2.6%	i	0.7	6%	nt	-8%	5%	-2	726
C=CCN(c1ccccc1)S(=O)(=O)c1ccc(Cl)c(C(=O)OCC(=O)NCCCN2CCCC2=O)c1	-7%	-6%	-1.1%	i	0.1	14%	-4.5%	-1%	-1%	-29	679
CCSc1nnc(NC(=O)Nc2cccc(C)c2)s1	-21%	0%	-1.5%	i	0.3	5%	nt	4%	2%	-3	688
COCCNC(=S)NN=C1CCCCC1	-4%	2%	-0.8%	i	0.6	4%	-8.1%	-5%	-8%	-21	706
Cc1cccc(N2CCN(C(=O)COc3ccc4c(C)cc(=O)oc4c3C)CC2)c1C	-5%	6%	-1.1%	i	0.7	30%	nt	-8%	5%	-6	705
CCCOc1ccc(/C=N/NC(=O)c2ccc(Cn3cc([N+](=O)[O-])cn3)o2)cc1	-5%	3%	1.2%	i	0.9	-28%	-7.8%	17%	20%	6	696
CCOc1ccc(N(CC(=O)Nc2c(C)n(C)n(-c3ccccc3)c2=O)S(=O)(=O)c2ccc(F)cc2)cc1	-3%	7%	0.4%	i	1.5	-4%	nt	-11%	0%	14	670
